Source: PubChem
EPAC2 ag – EPAC2 (human) agonism; EPAC2 activation, biochemical qHTS; response scale: 100% = 6.5 mM cAMP response; Q8WZA2; Potency, µM (series often up to 154 µM), for inactives: top-dose activation, actives largely listed as activators; 0.079% of 360,000 active; AID 720711; note: nearly all actives have a fitted effect of over 50% in size
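Guanine nucleotide exchange by EPAC2 is measured as reduced fluorescence of BODIPY-GDP once it is released from 250 nM Rap1B. Plates are read kinetically for 30 min at room temperature; results are scaled to 6.5 mM cAMP.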
EPAC1 antag – EPAC1 (human) antagonism; O95398; EPAC1 GEF assay, Rap1b-BODIPY-GDP exchange fluorescence; Potency, µM (top dose mostly 115 µM), inactives show at the highest dose activity change, negative = inhibition, hits mostly inhibitors; 0.14% of 360,000 active; AID 720709;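 note: plate controls were vehicle for no effect and positive control for full effect; nearly all actives have a fitted effect of over 50% in size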
Target sequence (O95398 whole entry, looked up): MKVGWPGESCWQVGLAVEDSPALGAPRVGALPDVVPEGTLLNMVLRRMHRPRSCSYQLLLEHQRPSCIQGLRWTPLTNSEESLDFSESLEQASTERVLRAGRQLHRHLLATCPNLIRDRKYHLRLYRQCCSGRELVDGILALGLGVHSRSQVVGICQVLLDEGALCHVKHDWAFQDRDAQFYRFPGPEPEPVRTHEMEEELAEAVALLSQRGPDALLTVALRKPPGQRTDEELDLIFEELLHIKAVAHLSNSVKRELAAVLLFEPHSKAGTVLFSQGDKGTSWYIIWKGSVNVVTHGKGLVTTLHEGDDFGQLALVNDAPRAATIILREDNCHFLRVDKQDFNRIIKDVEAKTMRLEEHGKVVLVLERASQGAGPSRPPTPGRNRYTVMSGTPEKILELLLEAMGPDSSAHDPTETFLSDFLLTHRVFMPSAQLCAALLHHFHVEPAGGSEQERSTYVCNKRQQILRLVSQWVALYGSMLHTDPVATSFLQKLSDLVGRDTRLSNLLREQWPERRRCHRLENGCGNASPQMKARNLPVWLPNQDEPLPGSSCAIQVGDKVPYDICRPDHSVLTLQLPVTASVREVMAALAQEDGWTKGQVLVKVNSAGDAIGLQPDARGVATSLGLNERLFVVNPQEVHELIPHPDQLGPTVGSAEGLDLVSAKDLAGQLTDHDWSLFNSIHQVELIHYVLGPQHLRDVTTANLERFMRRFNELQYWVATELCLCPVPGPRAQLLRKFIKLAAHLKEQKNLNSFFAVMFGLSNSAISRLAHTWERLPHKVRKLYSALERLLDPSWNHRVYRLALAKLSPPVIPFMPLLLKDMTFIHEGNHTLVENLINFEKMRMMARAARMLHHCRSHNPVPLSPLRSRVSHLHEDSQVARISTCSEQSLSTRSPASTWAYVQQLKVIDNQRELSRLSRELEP
EPAC1 ag – EPAC1 (human) agonism | O95398 | EPAC1 agonist qHTS, biochemical assay; response scale: 100% = response to 6.5 mM cAMP | Potency, µM (series often up to 154 µM), without a hit: at the highest dose activation, usual class: activators | 0.073% of 360,000 active | AID 720707; note: nearly all actives have a fitted effect of over 60% in size
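Normalized to 6.5 mM cAMP, activity reflects EPAC1-catalysed release of BODIPY-GDP from Rap1B, followed kinetically over 30 min at 480 nm excitation, 540 nm emission. Reaction contained 100 nM EPAC1, 250 nM Rap1B-BODIPY-GDP, 50 uM GDP.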
EPAC2 antagonist – EPAC2 (human) antagonism; EPAC2 GEF exchange of Rap1B-BODIPY-GDP, fluorescence; Potency, µM (titrated, usually from 114 µM), inactives show at the highest dose activity, negative = inhibition, hits mostly inhibitors; 0.18% of 360,000 active; note: % is set by controls: 0 for no effect and ±100 for the full control effect; nearly all actives have a fitted effect of over 45% in size; many of its hits are not listed in these tables
FUS suppressor – suppressors of FUS proteinopathy in yeast; 0.24% of 390,000 active; Potency, µM (top dose mostly 76.6 µM), for inactives: top-dose growth rescue (activation), hits mostly activators; S. cerevisiae FUS-expressing, growth rescue, OD600, 24 h;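 note: plate controls were DMSO vehicle for no effect and reference control for full effect; nearly all actives have a fitted effect of over 55% in size; some results filed as inactive show a strong effect at the top dose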
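Steps: raffinose overnight preculture; dilution to OD 0.005 in 2% galactose minimal medium; compound addition (concentration series); 24hr at 30C, 99% humidity; absorbance read at 600 nm.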
TDP-43 yeast inh – inhibitors of TDP-43 toxicity in yeast; TDP-43 expressing yeast growth rescue, BacTiter-Glo, 24 h; Potency, µM (top dose mostly 46.1 µM), without a hit: top-dose growth rescue (activation), hits mostly activators; 1.8% of 410,000 active; note: % of control where 0% means no effect; nearly all actives have a fitted effect of over 50% in size
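Yeast expressing TDP-43 (pregrown in raffinose, seeded at OD600=0.02 in galactose medium) exposed to compounds 24 hr at 30 deg C. Growth read by BacTiter-Glo luminescence; rescue of toxicity appears as increased signal.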
PTHR1 agonist – PTHR1 (human) receptor agonism | Q03431 | HEK293 GP2 PTHR1 cells, GloSensor cAMP luminescence, 1 h | Potency, µM (highest dose often 115 µM), for the others: top-dose activation, hits mostly activators | 0.075% of 410,000 active | AID 743266; note: nearly all actives have a fitted effect of over 55% in size; some results filed as inactive show a strong effect at the top dose; inactives centre near -15; many of its hits are not listed in these tables
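HEK-293-derived GP2 cells expressing PTHR1 and a GloSensor cAMP reporter, 3,000/well, plated overnight, given luciferin plus IBMX (each 0.5 mM as added) for 1 h at 37 °C, then compound for 1 h at 37 °C. Luminescence was read after 15 min at room temperature.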
aSyn rescue – alpha-synuclein toxicity inhibition in yeast. 0.14% of 370,000 active. AID 652106. Potency, µM (series often up to 46.1 µM), for the others: at the top dose growth rescue (activation), actives largely listed as activators. Yeast expressing alpha-synuclein, growth rescue, BacTiter-Glo, 24 h; note: % of control where 0% means no effect; nearly all actives have a fitted effect of over 65% in size
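Galactose-induced alpha-syn yeast (OD600=0.02, raffinose-pregrown) + pinned cpd, 24 hr, 30 deg C; growth by BacTiter-Glo luminescence. Growth restoration scores as activation.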
The depositor's hits bear a star; i = inactive; ? = inconclusive; / = no result given; [ ] = remark or other dose. Calls come from the whole dose curve; as a rule, active = well fitted curve in the direction sought with a large enough effect; inconclusive = small, poorly fitted or top-dose-only effect, or another doubt; inactive = no such curve, though single readings can be large; an effect the other way counts as inactive or inconclusive. Potency is the fitted concentration of half-maximal effect. This is a subset; rates above refer to the full screens.

Under each structure: TDP-43 yeast inh, EPAC2 antagonist, aSyn rescue, FUS suppressor, EPAC1 antag, EPAC2 ag, PTHR1 agonist, EPAC1 ag
#1 Cc1cccc(C)c1NC(=O)CNC(=O)c1c(C)nn(-c2ccccc2)c1Cl
→ 21%, 13%, 5%, 10%, 4%, 2%, i, -6%
#2 Cc1c(NC(=O)Nc2cc(F)c(F)cc2Cl)c(=O)n(-c2ccccc2)n1C
→ 8%, 2%, -4%, 0%, ?, 15%, -28%, 11%
#3 O=C(NC1CC1)C1=C[C@@H](c2ccc(C(F)(F)F)cc2)C[C@@H](OCc2ccc(CO)cc2)O1
→ -5%, -19%, 2%, 42%, 4%, 5%, -6%, -3%
#4 Cc1c(C(=O)OCC(=O)NC(C)c2ccccc2)oc2ccccc12 (configuration not stated)
→ 14%, 2%, -1%, 6%, -22%, 0%, -2%, -4%
#5 NS(=O)(=O)c1ccc2ccccc2c1
→ 1%, -3%, -2%, -2%, -10%, -3%, 0%, -1%
#6 O=C(Oc1ccccc1/C=C\C(=O)c1cc2ccccc2o1)c1cccc(F)c1
→ ?, -7%, 1%, 14%, ?, 14%, -26%, 4%
#7 COc1ccc(/C=N/OC/C(O)=C(\C#N)c2nc3ccccc3[nH]2)cc1
→ 38%, -5%, 0%, 19%, -7%, 3%, -12%, 14%
#8 COc1ccc(OC)c(NC(=O)CN(C)CC(=O)Nc2ccccc2Cl)c1
→ 11%, -5%, -1%, 18%, 5%, 6%, -77%[inhibitor], 4%
#9 CCOC(=O)c1sc(NCC2CCCO2)nc1C (configuration not stated)
→ 13%, 9%, -10%, -12%, -2%, 8%, i, 8%
#10 Cc1cc[n+](CC(=O)Nc2nc3ccccc3s2)cc1
→ -7%, 0%, 4%, 3%, 6%, 8%, i, 8%
#11 O=C(Nc1ccc(-c2csc(Nc3cccc(C(F)(F)F)c3)n2)cc1)c1cc([N+](=O)[O-])cc(C(F)(F)F)c1
→ 8%, 3%, -1%, -12%, 6%, 1%, -5%, 0%
#12 COc1ccccc1C(c1nnnn1CS(=O)(=O)c1ccc(C)cc1)N1CCSCC1 (configuration not stated)
→ 6%, -11%, 2%, 42%, -4%, 13%, -25%[57.5 µM], 3%
#13 CCn1cc(C(=O)NCC(=O)NC(C)(C)CO)c(=O)c2cc3c(cc21)OCO3
→ -18%, -1%, -2%, -11%, -2%, 3%, -4%, 9%
#14 O=C(Cc1ccccc1)N/N=C/c1ccccc1Cl
→ -2%, -3%, 1%, 18%, -4%, 8%, i, 11%
#15 COc1ccc(C(=O)CC(CC(=O)c2ccc(OC)cc2)C(=O)O)cc1
→ 1%, 21%, 9%, -9%, 22%, -3%, ?, 1%
#16 Cc1occc1C(=O)NNC1=CC(=O)CC(C)(C)C1
→ 12%, 10%, 0%, /, 2%, -2%, i, 5%
#17 C[C@H](CO)N1C[C@H](C)[C@@H](CN(C)S(=O)(=O)c2cn(C)cn2)Oc2ncc(Br)cc2C1=O
→ 15%, 2%, -3%, -16%, 17%, -5%, -19%, -2%
#18 COc1cccc(NC(=O)Nc2ccc3c(c2)nc(C)n3C)c1
→ 4%, -14%, -10%, 18%, -11%, 1%, -16%, 13%
#19 Cc1ccc(CN2CCN(CCCn3cnc4c(OCc5ccccc5)ncnc43)CC2)cc1
→ -1%, 12%, -2%, 10%, -8%, 0%, -43%[inhibitor], -6%
#20 CC(OCC(O)CN1CCN(S(=O)(=O)c2ccc(Cl)cc2)CC1)c1ccc(Cl)cc1 (configuration not stated)
→ -2%, -13%, 8%, 0%, -1%, 6%, -52%[inhibitor], 3%
#21 CCOC(=O)c1cnc2c(N=Nc3ccccc3)c(N)nn2c1N
→ ?, 0%, 1%, 21%, -6%, -1%, -57%[inhibitor][57.5 µM], -4%
#22 Cn1c(SCC(=O)Nc2ccc(Cl)cc2)nc(O)cc1=O
→ -24%, -3%, -1%, 23%, -21%, 12%, i, 13%
#23 CC(=O)Nc1ccc(NC(=O)[C@@H](NC(=O)N2C[C@H]3C[C@@H](C2)c2cccc(=O)n2C3)C(C)C)cc1
→ 23%, 14%, 1%, -5%, 5%, 2%, i, -12%
#24 CCOC(=O)C1CCCN(CC(=O)Nc2c(C(=O)OC)[nH]c3ccc(Cl)cc23)C1 (configuration not stated)
→ 12%, -4%, -6%, 8%, -12%, 1%, i, 2%
#25 N#CCCn1c(SCC(=O)NCCc2ccc(F)cc2)nc2ccccc21
→ 21%, -1%, -6%, -1%, -14%, 12%, i, -4%
#26 COC(=O)c1ccc(Cn2cnc3c(Cl)ncnc32)cc1
→ 2%, 3%, 5%, -19%, -7%, 10%, i, 1%
#27 CCn1c(C)nc2cc(C(=O)N/N=C/c3ccc(OC)c(O)c3)ccc21
→ 9%, 14%, 3%, 7%, -4%, -1%, i, -11%
#28 CCNC(=S)N1CCCC(c2nc3ccc(C)cc3[nH]2)C1 (configuration not stated)
→ 17%, 3%, -1%, -28%, 2%, 6%, i, -10%
#29 Cc1ccc(S(=O)(=O)N2CCC(C(=O)OCC(=O)N3CCCC3=O)CC2)cc1C
→ 14%, 8%, 6%, 1%, 13%, -1%, -35%, 3%
#30 CCOC(=O)C1=NN(c2ccc(C)cc2)C2(S1)SC(C(C)=O)=C(C)N2c1ccccc1 (configuration not stated)
→ 12%, -22%, 0%, 31%, -17%, 6%, -63%[inhibitor], 4%

Some of these compounds in order of count of non-hydrogen atoms, low to high:
Under each structure: TDP-43 yeast inh, EPAC2 antagonist, aSyn rescue, FUS suppressor, EPAC1 antag, EPAC2 ag, PTHR1 agonist, EPAC1 ag
#16 Cc1occc1C(=O)NNC1=CC(=O)CC(C)(C)C1
→ 12%, 10%, 0%, /, 2%, -2%, i, 5%
#10 Cc1cc[n+](CC(=O)Nc2nc3ccccc3s2)cc1
→ -7%, 0%, 4%, 3%, 6%, 8%, i, 8%
#21 CCOC(=O)c1cnc2c(N=Nc3ccccc3)c(N)nn2c1N
→ ?, 0%, 1%, 21%, -6%, -1%, -57%[inhibitor][57.5 µM], -4%
#27 CCn1c(C)nc2cc(C(=O)N/N=C/c3ccc(OC)c(O)c3)ccc21
→ 9%, 14%, 3%, 7%, -4%, -1%, i, -11%
#2 Cc1c(NC(=O)Nc2cc(F)c(F)cc2Cl)c(=O)n(-c2ccccc2)n1C
→ 8%, 2%, -4%, 0%, ?, 15%, -28%, 11%
#29 Cc1ccc(S(=O)(=O)N2CCC(C(=O)OCC(=O)N3CCCC3=O)CC2)cc1C
→ 14%, 8%, 6%, 1%, 13%, -1%, -35%, 3%

Next part.
Under each structure: TDP-43 yeast inh, EPAC2 antagonist, aSyn rescue, FUS suppressor, EPAC1 antag, EPAC2 ag, PTHR1 agonist, EPAC1 ag
#31 COC(=O)CN1C(=O)N/C(=C/c2cc(OC)c(OC)cc2C)C1=O
→ 12%, 1%, -1%, -18%, 4%, 11%, i, -5%
#32 O=C(CSc1nnc(NC2CC2)s1)Nc1ccc(N2CCOCC2)cc1
→ -2%, 4%, -1%, -13%, -2%, 12%, -14%, 6%
#33 O=C1CN(C(=O)c2ccccc2F)C(c2ccccc2)c2cc(Cl)ccc2N1 (configuration not stated)
→ 4%, -14%, 7%, -1%, -21%, 5%, -2%, -1%
#34 CCN1C[C@@H]2[C@@H]3C(=O)N(C)C(=O)[C@@H]3[C@](C)(C1=O)N2C(=O)c1ccc(F)cc1
→ 9%, -7%, 2%, -12%, -4%, 4%, i, -19%
#35 Cc1ccc(C(=O)c2sc3nsc(C)c3c2N)cc1
→ 13%, 10%, 3%, -1%, -11%, -2%, -5%[57.5 µM], -6%
#36 Cc1csc(SCC(=O)Nc2ccc3[nH]c(=O)[nH]c3c2)n1
→ 15%, 0%, 4%, 24%, 1%, 13%, -16%, 6%
#37 C=CCn1c(SCc2ccc(C(=O)NCCO)cc2)nc2sc(C)c(C)c2c1=O
→ 21%, -11%, 8%, 41%, -10%, 6%, -66%[inhibitor], -5%
#38 O=C(COc1ccc([N+](=O)[O-])cc1)NCc1ccncc1
→ 18%[9.22 µM], -4%, 3%, -7%, -20%, -10%, i, -3%
#39 O=C(CCNS(=O)(=O)c1ccccc1)NCCCc1ccccc1
→ 0%, 18%, 6%, -7%, -21%, 5%, i, 4%
#40 Clc1ccc(OCCn2cnc3ccccc32)cc1
→ 16%, -1%, 6%, -13%, -4%, 4%, -10%, 6%
#41 COc1ccc(C2CC(c3ccccc3)=NN2C(=O)COC(=O)C2(C)CC2(Cl)Cl)cc1 (configuration not stated)
→ 10%[9.22 µM], -11%, 12%, 17%, -19%, 1%, i, 2%
#42 O=C(CN1C(=O)CCC1=O)Nc1ccc2c3c(cccc13)CC2
→ 19%, 5%, -1%, -31%, -16%, 6%, -4%, -4%
#43 O=C1CC(C(=O)N2CCN(c3ccccc3O)CC2)CN1Cc1ccccc1 (configuration not stated)
→ 1%, -6%, -5%, 44%, -17%, 3%, -18%, 12%
#44 CCOc1cc(/C=C2\CN(C)C/C(=C\c3ccc(O)c(OCC)c3)C2=O)ccc1O
→ -16%, 6%, -7%, ?, ?, -5%, -27%, -18%
#45 CCn1c(O)c2ccc(C(=O)N=NC(=O)c3cccnc3)cc2c1O
→ -9%, 1%, 4%, 10%, 15%, -3%, -1%[57.5 µM], 5%
#46 Cc1ccc([N+](=O)[O-])c(C(=O)N/N=C/c2cccnc2)c1
→ -4%, -4%, 9%, -3%, -1%, -5%, -3%, 0%
#47 Oc1ccc(C[C@@H](CN2CCCC2CN2C(=S)NC[C@@H]2Cc2ccccc2)N2C[C@H](Cc3ccccc3)N(CC3CCCCC3)C2=S)cc1 (some centres not stated)
→ ?, 5%, -25%, ?, -9%, 8%, -19%, -4%
#48 COc1cc(/C=C/C(=O)OCC(=O)Nc2cc(S(=O)(=O)N3CCCCC3)ccc2C)ccc1O
→ 6%, -10%, -8%, 25µM*, -10%, 13%, -20%, 18%
#49 Cc1nc(NCCc2ccccc2F)c(C#N)c(C)c1[N+](=O)[O-]
→ 8%, -8%, 4%, -22%, -2%, 7%, -6%[57.5 µM], 0%
#50 c1ccc2c(c1)ccc1nnc(-c3ccc4c(c3)OCO4)n12
→ -1%, 5%, -3%, -9%, 2%, -85%[inhibitor][15.6 µM], -7%[57.5 µM], 1%
#51 O=C(NCc1nc(-c2ccccc2)no1)Nc1ccc(F)cc1
→ -3%[9.22 µM], -3%, 2%, -2%, -3%, -3%, i, 0%
#52 Nc1[nH]nc2nc(NCc3ccccc3)c3c(c12)CCN(Cc1ccccc1)C3
→ 6%, -3%, -4%, /, -20%, 0%, i, -6%
#53 O=C(Nc1cc2nn(-c3ccccc3)nc2cc1Cl)c1ccco1
→ 5%, 19%, -9%, 0%, -2%, 8%, -7%, 6%
#54 C/C(=C\C(=O)c1ccc(F)cc1)Nc1ccc(N2CCOCC2)cc1
→ 27%, 7%, -3%, ?, -2%, -5%, i, 6%
